GAA inhib = blocks human lysosomal alpha-glucosidase. purified human GAA, 4-MU-alpha-glucoside fluorescence. Potency, µM (highest dose often 76.9 µM), for the others: top-dose activity change, negative = inhibition, actives largely listed as inhibitors. actives 0.005% (n = 200,000). AID 1466;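 also: plate controls were uninhibited enzyme wells for no effect and no-enzyme background for full effect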
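qHTS format, compound range up to 77 uM. Human lysosomal enzyme at 4 nM, 400 uM 4-MU glucoside substrate, pH 5.0, 20 min room temperature; fluorescence after alkaline stop gives activity normalized to controls.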
ALDH1A1 block = ALDH1A1 (human) enzyme inhibition; Purified ALDH1A1, NADH fluorescence, propionaldehyde substrate; Potency, µM (series often up to 75.3 µM), for the others: top-dose activity, negative = inhibition, actives largely listed as inhibitors; actives 7.3% (n = 220,000); AID 1030; active = well fitted inhibition curve with a large enough effect, not every such curve was filed as active; inconclusive = small, poorly fitted or top-dose-only effect, or another doubt; inactive = no such curve, though single readings can be large or run the other way;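 also: plate controls were no enzyme wells and a reference inhibitor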
Tau fluor cs = counter-screen for tau fibril formation inhibitors. AID 1463. Potency, µM (doses to about 57.7 µM), for the others: top-dose activity change, negative = decrease. actives 0.93% (n = 280,000). tau K18 P301L Alexa594 fluorescence, heparin fibrillization; also: % is scaled to controls: 0 for no effect and ±100 for the full control effect; nearly all actives have a fitted effect of over 55% in size
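Human tau K18 P301L (15 uM unlabeled, 0.24 uM Alexa 594-labeled) in 100 mM sodium acetate pH 7 with 20 uM heparin, 6 hr at 37 C. ThT 30 uM added, 1 hr ambient; Alexa 594 FP and total fluorescence read at 555/632 nm.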
Epigenetic reg = derepresses silenced GFP reporter in murine cells; actives 0.2% (n = 280,000); murine LDR cells, GFP reporter derepression, 30 h; Potency, µM (highest dose often 53.9 µM), inactives show top-dose GFP activation, usual class: activators; also: % of control where 0% means no effect; nearly all actives have a fitted effect of over 60% in size
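Derepression of a silenced CMV-GFP reporter in murine LDR cells is scored by enumerating GFP-positive cells with a laser-scanning microplate cytometer after 30 hours of treatment at 37 C.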
aGal spleen mod = inhibitors or activators of human alpha-galactosidase in spleen homogenate; human spleen homogenate, 4MU-alpha-Gal fluorescence, 40 min; Potency, µM (titrated, usually from 80 µM), inactives show top-dose activity change, negative = inhibition, most hits filed as inhibitors; actives 0.008% (n = 240,000); AID 2107;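 also: 0% = enzyme with vehicle and -100% = no enzyme basal signal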
Target sequence (P06280 32-429 limits assumed): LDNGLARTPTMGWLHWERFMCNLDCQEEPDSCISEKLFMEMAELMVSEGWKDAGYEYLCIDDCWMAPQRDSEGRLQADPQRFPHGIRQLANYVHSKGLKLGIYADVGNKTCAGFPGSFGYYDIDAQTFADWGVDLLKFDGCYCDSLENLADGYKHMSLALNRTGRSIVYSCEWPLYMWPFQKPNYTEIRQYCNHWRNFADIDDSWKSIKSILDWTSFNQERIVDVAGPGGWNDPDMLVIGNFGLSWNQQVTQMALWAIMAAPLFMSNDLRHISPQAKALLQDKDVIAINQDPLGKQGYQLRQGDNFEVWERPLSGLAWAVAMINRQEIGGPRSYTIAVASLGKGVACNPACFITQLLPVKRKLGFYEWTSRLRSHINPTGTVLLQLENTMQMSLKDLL
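Inhibition or activation of alpha-galactosidase in human spleen homogenate is scored by 4-MU fluorescence after 40 min at 37C, pH 5.0, with 1 mM substrate. AC50s come from concentration-response fitted to the Hill equation.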
GAA glycogen mod = GAA glycogen-cleavage inhibition or activation. recombinant GAA, glycogen substrate, Amplex Red glucose oxidase fluorescence. Potency, µM (highest dose often 76.4 µM), for inactives: top-dose activity change, negative = inhibition, usual class: inhibitors. actives 0.38% (n = 300,000);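 also: 0% = full enzyme reaction and -100% = no-enzyme basal signal; the screen sought inhibitors and activators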
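Recombinant human alpha-glucosidase (4 nM final) hydrolysed bovine liver glycogen (30 ug) for 40 min at 37 C in pH 5.0 citrate/phosphate with 0.01% Tween-20. Released glucose detected by glucose oxidase/Amplex Red, Ex 573/Em 610 nm. Compounds up to 77 uM; AC50 from Hill fits.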
GAA spleen mod = inhibitors or activators of human alpha-glucosidase in spleen homogenate; human spleen homogenate, 4-MU-alpha-glucoside fluorescence; P10253; Potency, µM (series often up to 79.9 µM), without a hit: at the highest dose activity change, negative = inhibition, most hits filed as inhibitors; AID 2112; actives 0.006% (n = 240,000);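 also: 0% = enzyme with vehicle and -100% = no enzyme basal signal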
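AC50 values come from Hill-equation fits of concentration-response data, normalized to no-enzyme and full-activity controls. Enzyme source: 1 ug human spleen homogenate; 1 mM fluorogenic 4-MU glucoside, pH 5.0 citrate buffer, 37 C, 40 min.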
NPSR antagonist = blocks cAMP signaling of the human neuropeptide S receptor; Q6W5P4; CHO-NPSR cells, cAMP TR-FRET, antagonist mode; Potency, µM (titrated, usually from 38.3 µM), for inactives: at the highest dose activity change, negative = inhibition, hits mostly inhibitors; actives 1% (n = 220,000); AID 1461; also: % is scaled to controls: 0 for no effect and ±100 for the full control effect; nearly all actives have a fitted effect of over 50% in size; many of its hits are not listed in these tables
Target sequence (Q6W5P4 whole entry, looked up): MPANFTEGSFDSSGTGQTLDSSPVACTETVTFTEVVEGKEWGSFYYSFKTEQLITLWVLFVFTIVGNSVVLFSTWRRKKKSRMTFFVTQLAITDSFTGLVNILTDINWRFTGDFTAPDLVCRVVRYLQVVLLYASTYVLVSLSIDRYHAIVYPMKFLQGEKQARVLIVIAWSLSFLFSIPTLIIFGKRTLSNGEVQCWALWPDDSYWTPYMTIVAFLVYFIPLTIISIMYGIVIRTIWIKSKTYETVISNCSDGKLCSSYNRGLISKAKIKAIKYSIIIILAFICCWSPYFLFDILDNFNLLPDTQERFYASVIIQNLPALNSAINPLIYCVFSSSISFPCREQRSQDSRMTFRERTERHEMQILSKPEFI
Active calls of the source: *; u = inconclusive; x = not tested or not shown; [ ] = dose if it differs, or a comment. Unless noted, calls follow the shape of the dose curve; as a rule, active = well fitted curve in the direction sought with a large enough effect; inconclusive = small, poorly fitted or top-dose-only effect, or another doubt; inactive = no such curve, though single readings can be large; an effect the other way counts as inactive or inconclusive. Potency is read from the fitted curve at half-maximal effect.

entry | SMILES | GAA inhib | ALDH1A1 block | Tau fluor cs | Epigenetic reg | aGal spleen mod | GAA glycogen mod | GAA spleen mod | NPSR antagonist
1 | CCCC(=O)Nc1ccccc1NC(=O)CCC | 4% | 6% | 1% | -0.8% | -8% | -14% | -2% | -2%[46.1 µM]
2 | O=C(/C=C/c1cccc([N+](=O)[O-])c1)NCCSc1ccccc1 | -9% | u | u | -1.7% | 6% | -4% | -3% | -10%[46.1 µM]
3 | COc1ccc(NC(=O)c2ccc(-c3ccccc3C(F)(F)F)o2)cc1 | -7% | -11% | 25µM*[quencher] | -1.7% | -1% | -14% | -15% | -1%
4 | O=C(NN1C(=O)C2C3CCC(O3)C2C1=O)c1ccc(Cl)cc1 (stereo unspecified) | -10% | 5% | 4% | -1.0% | -1% | 13% | -1% | -2%
5 | COc1ccc(-n2c(C)cc(C(=O)COC(=O)c3cc(OC)c(OC)cc3NC(=O)c3cccs3)c2C)cc1 | -11% | u | -24% | 2.1% | -8% | 2% | -5% | -1%
6 | Cc1ccccc1N=C1SCC(=O)N1Cc1ccccc1 | -9% | -9% | -24% | 0.0% | 0% | -3% | -1% | -1%
7 | COc1cc(OC)cc(C(=O)N[C@H](C(=O)OCC(=O)Nc2ccc(F)c(F)c2F)C(C)C)c1 | -21% | u | -27% | 0.9% | 3% | -4% | -5% | -29%
8 | COc1cc(=O)[nH]c(=O)n1C(=O)Cc1ccccc1 | -1% | -10% | 2% | 0.0% | 3% | 6% | -2% | 17%[46.1 µM]
9 | COCC(C)n1c(C)cc(C(=O)CSc2ccc(NC(C)=O)cc2)c1C (stereo unspecified) | -6% | -5% | -11% | 12% | 0% | 6% | -4% | -17%[46.1 µM]
10 | CCOC(=O)c1c(NC(=O)c2cccnc2)sc(C(C)=O)c1C | -1% | u | -7% | 0.0% | 0% | 6% | 1% | 5%
11 | CC1(C)C/C(=N\O)c2cc3c(nc2C1)CCCC3 | -2% | -8% | -11% | 4.0% | 4% | -1% | -3% | -3%[46.1 µM]
12 | CCn1nc(C)c(CCC(=O)O)c1C | 7% | 6% | 3% | 1.9% | -3% | -3% | 5% | 12%
13 | c1cnc(N2CC[N+]3(CCCC3)CC2)nc1 | 3% | 5% | 0% | -0.7% | 4% | 0% | -2% | -2%[46.1 µM]
14 | COc1ccc(/C=C/CN2CCCC(C(=O)c3ccc(OC)c(F)c3)C2)cc1 (stereo unspecified) | -8% | u | -17% | 2.5% | 3% | -8% | 4% | 43%
15 | COc1ccc(C2C(C#N)=C(N)Oc3c2oc(CO)cc3=O)c(OC)c1OC (stereo unspecified) | -9% | 0% | 2% | -3.9% | -9% | 3% | 4% | -7%[46.1 µM]
16 | Cc1nc2ccc(S(=O)(=O)N(C)CC(=O)Nc3ccccc3F)cc2s1 | -1% | 4% | -11% | -0.3% | 1% | 2% | -4% | 10%
17 | Cc1ccc(S(=O)(=O)N(CC(=O)NCCSc2ccccn2)c2ccc(C)c(C)c2)cc1 | -7% | u | -22% | 0.1% | -8% | 1% | -4% | -33%
18 | O=C(NNS(=O)(=O)c1ccc2ccccc2c1)c1cccs1 | -22% | -4% | -11% | -1.1% | 0% | u | 0% | 9%
19 | CN(C)CCOC(=O)NCC12CC3CC(CC(C3)C1)C2 | x | x | 12% | 0.0% | 12% | 17% | -3% | 4%
20 | Cc1ccc(C(=O)N/N=C\c2cccs2)cn1 | 1% | 2% | -7% | 2.6% | -1% | 4% | -3% | 6%
21 | Cc1c(NC(=O)OCCNC(=O)COc2ccc(Cl)cc2Cl)sc(=S)n1C | 4% | 6% | -2% | -1.1% | 9% | u | -9% | 22%
22 | Cc1cc(COc2ccccc2OCCN2CCN(C)CC2)no1 | -2% | 7% | -2% | 0.3% | 1% | -6% | -1% | 11%[46.1 µM]
23 | CC1(C)N([O-])C(c2cccs2)=C[N+]1=O | -2% | 2% | 3% | 1.9% | -3% | 1% | 0% | -18%[46.1 µM]
24 | O=C(Nc1nc2ccccc2s1)c1cnccn1 | -5% | -10% | -9% | 0.0% | -9% | 2% | -1% | -6%[46.1 µM]
25 | COc1ccc(-n2c(C)cc(C(=O)CN3C(=O)NC4(CCc5ccccc54)C3=O)c2C)cc1 (stereo unspecified) | 2% | -7% | 9% | 0.0% | -1% | 0% | -4% | -33%
26 | CCc1c2c(nc3ccc(OC)cc13)OC(CC)C2 (stereo unspecified) | x | -9% | -7% | 5.2% | 10% | x | 1% | x
27 | COc1ccccc1-c1nc(-c2ccccc2)[nH]c(=O)c1C#N | -1% | -15% | -3% | -0.1% | -3% | -6% | -4% | -26%
28 | O=C1CN(C(=O)c2ccc(Br)o2)C(c2ccc(F)cc2)c2cc(Cl)ccc2N1 (stereo unspecified) | -8% | 22µM* | -13% | -1.1% | -7% | -12% | 4% | -28%[46.1 µM]
29 | Cc1cc(C)n(-c2ccc(C(=O)OCC(=O)NCc3ccc(F)cc3)cc2)n1 | 1% | -43% | -9% | -2.2% | 0% | 11% | -3% | 2%
30 | O=C(CCCCCN1C(=O)c2cccc3cccc(c23)C1=O)NO | x | u | -6% | u | -1% | x | -3% | x
31 | O=C(O)C1C2CCC(C2)C1C(=O)Nc1cc(F)ccc1F (stereo unspecified) | -8% | u | 0% | 0.1% | 14% | -1% | 3% | 8%[46.1 µM]
32 | CC(=O)c1c(OC(=O)c2ccc(C)cc2)c2ccccc2n1C | u | u | -22% | 0.0% | 1% | -4% | -10% | u
33 | CCN(CC)CCCNC(=O)C(C)n1nc(C)c2sc3ccccc3c2c1=O (stereo unspecified) | 1% | u | 0% | 0.0% | 0% | -7% | -1% | 21%[46.1 µM]
34 | Cc1onc(-c2ccccc2Cl)c1C(=O)NC(=S)NCCc1ccccc1 | 4% | 1% | -19% | 0.0% | 5% | 7% | 0% | -26%
35 | O=C(Nc1ccccc1)C(Cc1cccs1)c1nn[nH]n1 (stereo unspecified) | 0% | 18% | 1% | 0.0% | -8% | 5% | -5% | -4%[46.1 µM]
36 | CC(=O)c1ccc(NC(=O)/C(Cl)=C/c2ccccc2)cc1 | u | -3% | 7% | 3.0% | 11% | -2% | -4% | -2%
37 | CC(=O)N1CCN(C(=O)COc2ccc(Br)cc2)CC1 | -6% | u | -11% | 0.0% | -3% | -5% | -4% | 8%[46.1 µM]
38 | O=C(CSc1ccccn1)N1CCN(c2ncc(C(F)(F)F)cc2Cl)CC1 | -5% | u | -17% | 1.4% | 0% | -4% | -13% | 15%
39 | Cc1cccc(NC(=O)Nc2ccc(Oc3c(F)c(F)c(F)c(F)c3F)cc2)c1 | 5% | -2% | u | 0.3% | -5% | 1% | -1% | -8%[46.1 µM]
40 | CC1=CC(c2ccccc2)=Nc2ccc(C)cc2N1 | 3% | u | 1% | -0.9% | -1% | 12% | 0% | 1%
41 | COc1ccc2nc(NC(=O)CCNC(=O)c3ccccc3Cl)sc2c1 | 2% | -1% | -20% | -0.4% | -3% | -14% | -15% | -18%
42 | NCCOc1ccc(C2CCCCC2)cc1 | -3% | 4% | -8% | 5.0% | 2% | -4% | -4% | 20%
43 | COc1ccccc1/C=C/CN1CCN(c2ccccc2)CC1 | -14% | -13% | -16% | 0.0% | -20% | 24% | -21% | -5%[46.1 µM]
44 | O=C(Oc1ccc(=O)n(-c2ccccc2)n1)c1cccc(Cl)c1 | -7% | 3% | 1% | -2.0% | 0% | 12% | -2% | -1%[46.1 µM]
45 | O=C(CC1C(=O)N(c2ccc(Cl)cc2)C(=S)N1CCc1ccncc1)Nc1ccc(F)cc1 (stereo unspecified) | 5% | u | u | -1.0% | -6% | -17% | -27% | u
46 | COc1cc(OC)c(C2=NOC(C(=O)Nc3ccc4c(c3)OCO4)C2)cc1Cl (stereo unspecified) | 7% | -13% | u | -1.5% | 0% | -12% | 1% | u
47 | O=S(Cc1ccccc1)CC(O)(c1ccc(Cl)cc1)c1ccc(Cl)cc1 (stereo unspecified) | -10% | -7% | -19% | 0.0% | 2% | -7% | 2% | u
48 | CC(OC(=O)c1nn(C(C)C)c(=O)c2ccccc12)C(=O)Nc1ncc(Cl)cc1Cl (stereo unspecified) | 0% | -3% | -1% | 1.1% | 0% | -4% | -14% | -16%
49 | O=S(=O)(Nc1ncccn1)c1ccc(NC(=S)NCc2cccnc2)cc1 | -26% | -13% | 1% | -3.2% | 8% | 11% | 0% | 9%
50 | CCn1cc(-c2csc(N)n2)c(C)n1 | 1% | 0% | -14% | 0.0% | 3% | -2% | 9% | 15%
51 | Cc1cc(C(=O)OCC(=O)Nc2nnc(C(C)C)s2)c2ccccc2n1 | -3% | -9% | -8% | 0.0% | 2% | 3% | -3% | 10%
52 | N=c1c2c(ncn1CCCO)Oc1c(ccc3ccccc13)C2c1ccccc1 (stereo unspecified) | x | x | -22% | 8.0% | -2% | -5% | -4% | -45%
53 | CCn1c2ccccc2c2cc(NC(=O)CSc3nnnn3-c3ccccc3)ccc21 | -1% | -8% | u | 0.7% | 1% | 2% | -3% | -20%[46.1 µM]
54 | CC1=CC2=NC(=O)/C(=C\c3cn(C)c4ccccc34)C(=N)N2O1 | -1% | -6% | -5% | u | -3% | -1% | 4% | -24%
55 | Nc1c(C(=O)N2CCOCC2)sc2nc(N3CCOCC3)c3c(c12)CCCC3 | 0% | u | -3% | -0.3% | 16% | -2% | 8% | 29%
56 | CCOCCCNC(=O)C(NC(=O)CNC(C)=O)c1ccc(C)cc1 (stereo unspecified) | -7% | 1% | -4% | 2.1% | 6% | -16% | -1% | 6%[46.1 µM]
57 | COC(=O)c1ccc(SCC(=O)N2CCC(C)CC2)c([N+](=O)[O-])c1 | 3% | u | -12% | -1.0% | -9% | 14% | -4% | 9%

Record cards, as listed above.
CC(=O)N1CCN(C(=O)COc2ccc(Br)cc2)CC1 in the list: GAA inhib: -6%; ALDH1A1 block: u; Tau fluor cs: -11%; Epigenetic reg: 0.0%; aGal spleen mod: -3%; GAA glycogen mod: -5%; GAA spleen mod: -4%; NPSR antagonist: 8%[46.1 µM]
CCOCCCNC(=O)C(NC(=O)CNC(C)=O)c1ccc(C)cc1 (stereo unspecified) in the list: GAA inhib: -7%; ALDH1A1 block: 1%; Tau fluor cs: -4%; Epigenetic reg: 2.1%; aGal spleen mod: 6%; GAA glycogen mod: -16%; GAA spleen mod: -1%; NPSR antagonist: 6%[46.1 µM]
NCCOc1ccc(C2CCCCC2)cc1 in the list: GAA inhib: -3%; ALDH1A1 block: 4%; Tau fluor cs: -8%; Epigenetic reg: 5.0%; aGal spleen mod: 2%; GAA glycogen mod: -4%; GAA spleen mod: -4%; NPSR antagonist: 20%

Screening data (PubChem BioAssay)

Some of the compounds tested, so the mix of outcomes need not match the whole.
